# Source: PubChem
# 14-3-3 PPI – alters human 14-3-3 gamma binding to Raf peptide; P61981; FP, 14-3-3gamma / TMR-pS259-Raf peptide binding; inhibition, % at 40 µM; hit rate 0.19% among 160,000; AID 422; in the data active = inhibition above about 30%;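 also: 0% = protein plus tracer without compound and 100% = blank with tracer alone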
# Target sequence (P61981 whole entry, looked up): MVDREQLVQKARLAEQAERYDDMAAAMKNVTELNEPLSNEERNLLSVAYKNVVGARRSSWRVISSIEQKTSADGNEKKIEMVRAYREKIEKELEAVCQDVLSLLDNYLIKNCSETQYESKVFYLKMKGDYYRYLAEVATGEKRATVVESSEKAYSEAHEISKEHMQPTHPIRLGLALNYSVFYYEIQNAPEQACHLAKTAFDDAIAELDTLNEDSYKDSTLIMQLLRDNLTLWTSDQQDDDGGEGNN
# * hit, by the source's call; & = joins results of further samples.
14-3-3 PPI	Structure
-16	CCCN1Cc2cccc(C(=O)Nc3ccc(OCC)cc3)c2C1=O
-1	CCn1nnc(-c2ccccc2NC(=O)c2ccc(-n3cnnn3)cc2)n1
3	N#CCCN(C(=O)CN1C(=O)NC2(CCCC2)C1=O)c1ccccc1F
-17	CC(=O)C1(C)OC(N)=C(C#N)C(c2ccccc2)C1(C#N)C#N (centres undefined)
-13	O=C(CSc1nc2c(sc(=S)n2Cc2ccco2)c(=O)n1-c1ccccc1)NCc1ccccc1
-2	Cc1cc(C(=O)NCc2ccc(S(N)(=O)=O)cc2)cs1
-9	O=C(CN1CCN(c2ccc([N+](=O)[O-])cc2)CC1)N1CCCc2c1c(=O)oc1ccc(OCc3ccccc3)cc21
-7	COC(=O)c1ccc(C2/C(=C(/O)c3ccc(OC)cc3)C(=O)C(=O)N2CC2CCCO2)cc1 (centres undefined)
4	COC(=O)c1ccccc1NC(=O)n1cc(C)cn1
-8	COC(=O)c1cc(COc2ccc3c4c(c(=O)oc3c2)CCC4)c(C)o1
-8	CCCc1cc(=O)n2c(nc3ccccc32)[nH]1
-61	Fc1ccc(-c2nc(-c3ccccc3)c(-c3cccs3)[nH]2)cc1
-11	O=C(COc1ccccc1)NC(C=Cc1ccccc1)c1c(O)ccc2ccccc12 (centres undefined)
-182	COc1ccc(C2CC(=O)C3=C(C2)Nc2ccccc2NC3c2cccc(C)c2)cc1OC (centres undefined)
4	Cn1c(SCc2ccccc2)nnc1-c1cccc([N+](=O)[O-])c1
-2	CC1(C)Cc2nc3[nH]c(=S)[nH]c(=O)c3cc2CO1
-1	CCN(c1ccccc1)S(=O)(=O)c1ccc(CC(C)C)cc1
5&1	CCC(=O)n1nc(-c2ccc(OC)cc2)nc1N
-11	CCOc1ccc(-c2nnn(CC(=O)Nc3cc(OC)ccc3OC)n2)cc1OCC
0	COc1cc(-c2c(C#N)c(N)nc3c2CCCC3)cc(OC)c1OC
-2	COC(=O)C(NC(=O)c1ccc(F)cc1)(Nc1nc(C)cs1)C(F)(F)F (centres undefined)
-4	Cn1cc(C(=O)N2CCc3ccccc3C2)c(=O)c2cc(S(=O)(=O)N3CCCCC3)ccc21
9	COc1cc2c(cc1OC)C1(CCCC1)CNC2c1cccc([N+](=O)[O-])c1 (centres undefined)
-4	Cc1cc(=O)oc2cc3occ(-c4ccc(Br)cc4)c3cc12
-2	COCCn1nnnc1C(c1cc2ccc(OC)cc2[nH]c1=O)N1CCc2ccccc2C1 (centres undefined)

# Continued.
14-3-3 PPI	Structure
4	CC(C)CNC(=O)c1c(N)n(/N=C/c2cccnc2)c2nc3ccccc3nc12
-2	COC(=N)CN1C(=O)c2ccccc2S1(=O)=O
-10	COc1ccc(C2=NN(CC(=O)NCCN3C(C)CCCC3C)C(=O)CC2)cc1 (centres undefined)
0	CC1CCCC(NC(=O)c2ccc3c(c2)N(Cc2ccccc2)C(=O)CS3=O)C1C (centres undefined)
4	CC(=O)N(CCc1ccccc1)C1CC(=O)N(c2ccc(Cl)cc2)C1=O (centres undefined)
-5	Fc1ccc(-c2csc(Nc3ccc(Br)cc3)n2)cc1
-2	O=C(c1ccccc1Br)N1CCN(c2ccc([N+](=O)[O-])cc2)CC1
-9	O=C(Cc1ccc(-n2c(=O)c3ccccc3n(Cc3cccc([N+](=O)[O-])c3)c2=O)cc1)NCC1CCCO1 (centres undefined)
-32	Cc1cc(C)nc(SCC(=O)N=C2NC(=O)CS2)n1
-18	COc1ccc(C(=O)Nc2ccccc2-c2nc3ccccc3[nH]2)cc1
4	O=C1c2cccc3c([N+](=O)[O-])ccc(c23)C(=O)N1c1ccccc1
2&-2	Cc1ccc(S(=O)(=O)N=C2SCCCS2)cc1
-16	COc1ccc(OC)c(NC(=O)CS(=O)(=O)Cc2nc(-c3ccccc3C)oc2C)c1
-3	COc1ccc(C2C(C#N)=C(/N=C/N3CCN(C)CC3)OC3=C2C(=O)CC(C)(C)C3)cc1OC (centres undefined)
-6&8	CC1CCN(C(=O)CSc2nc3c(cnn3-c3ccc(Cl)cc3)c(=O)[nH]2)CC1
-26	CCc1ccccc1N1C(=O)C2C(c3ccc(Br)cc3)OC3(C(=O)c4ccccc4C3=O)C2C1=O (centres undefined)
-2	CCOC(=O)C1=C(CC)NC2=C(C(=O)CCC2)C1c1ccc(O)c(OC)c1 (centres undefined)
2	COc1ccc(C(=O)c2coc3ccc(O)c(CN4CCCCC4)c23)cc1
6	COc1ccc(-n2cc(-c3ccc([N+](=O)[O-])cc3)[n+]3c2SCCC3)cc1
-8	CC(=O)C1C(=O)C=C(c2ccco2)CC1c1cccc(Br)c1 (centres undefined)
0&2	Cn1c(=O)c2c(ncn2Cc2cccc(Cl)c2)n(C)c1=O
0	Cn1c(CN(C(=O)CN2CCOCC2)c2ccccc2)c(C#N)c2ccccc21
-5	COc1cccc(C2=NOC(C(=O)Nc3cccnc3)C2)c1 (centres undefined)
3	COC(=O)c1sc2nc3c(c(-c4ccco4)c2c1N)CCCCC3
-3	CCOC(=O)c1ccccc1N1C(=O)C2C3C=CC(C3=C(C)C)C2C1=O (centres undefined)

# Carrying on:
14-3-3 PPI	Structure
0	CC1CN(c2oc(-c3cccs3)nc2C#N)CC(C)O1 (centres undefined)
-10	N#C/C(=N\O)c1nc(-c2ccccc2)cs1
-11	COc1ccccc1Cn1c(SC)nc2ccc(Br)cc2c1=O
3	CC1CCC2C(=O)N(c3ccccc3OC(=O)c3ccccc3)C(=O)C2C1 (centres undefined)
0	O=C(COn1nnc2ccc(C(F)(F)F)cc21)Nc1nnc(-c2ccccc2)o1
3	COc1ccccc1C1SCCN1S(=O)(=O)c1ccccc1 (centres undefined)
-13	COc1ccc(-c2noc(-c3cccc4ccccc34)n2)cc1
-8	CN(C)c1ccc(N2C(=O)C=CC2=O)cc1
-17	Cc1onc(-c2ccccc2)c1C(=O)Nc1sc(C)c(C)c1C(=O)OC(C)C
-6	Cc1occc1C(=O)Nc1cc(C(F)(F)F)ccc1Cl
-2	CSc1nnc2c(n1)OC(c1cn(C(C)=O)c3ccccc13)N(C(C)=O)c1ccccc1-2 (centres undefined)
-29	Cc1ccccc1NS(=O)(=O)c1ccc2[nH]cc(C(=O)NCc3ccccc3)c(=O)c2c1
2	C=CCC(O)(CCN1CCCCC1)c1ccccc1 (centres undefined)
-10	O=C(O)c1ccc(COc2ccc(Cl)cc2)o1
-3	CCOC(=O)c1nn(-c2ccccc2)c(C#N)c1NC(=O)c1nn(CC)cc1Br
-1&4	CN1CCC2(CC1)NC(=O)NC2=O
-2	Cc1onc(-c2c(F)cccc2Cl)c1C(=O)N1CCCc2ccccc21
-7	COc1ccc(S(=O)(=O)N(CC(=O)NCc2ccco2)c2ccccc2)cc1OC
-3	COc1ccc(-c2cc(C(=O)Nc3c(C)nn(Cc4ccc(Cl)cc4)c3C)no2)cc1
-12	CC(=O)N(CC(C)(C)CC=C(C)C)c1ccccc1
-7	COc1ccc(CCNC(=O)C(C(C)C)N2C(=O)c3ccccc3C2=O)cc1 (centres undefined)
-6	CCOc1ccc(C(=O)Nc2cccc(-c3nc4ccccc4c(=O)o3)c2)cc1
-2	O=C1c2ccccc2C(=O)N1CCn1c2ccccc2c2nc3ccccc3nc21
-9	O=C(Nc1ccc(Cl)cc1)c1ccc(N2C(=O)c3ccc(C(=O)Nc4ccc(Cl)cc4)cc3C2=O)cc1
3	Cc1ccc(N=C2N=C(N)c3ccccc32)cc1Cl

# (listing goes on)
14-3-3 PPI	Structure
6	CNc1nc(C)nc(-n2nc(C)cc2C)n1
-2	Fc1ccc(CNc2ncnc3c2c(-c2ccccc2)cn3-c2ccc(Br)cc2)cc1
5	C=CCNc1sc(C(=O)c2cccs2)c(N)c1C#N
-5	c1csc(-c2nnsc2-c2nc3ccccc3[nH]2)c1
8	Cc1cc(-n2nc(C)c3c2CCC3)nc(C)n1
-1	O=C(c1ccncc1)N1N=C(c2cccc([N+](=O)[O-])c2)CC1(O)C(F)(F)F (centres undefined)
1	COc1ccc(-c2csc(NC(=O)c3cccc(Oc4ccccc4)c3)n2)cc1
-17	O=C(CSc1nnc(CNC(=O)c2ccco2)o1)Nc1ccccc1
-25	Cc1sc2c(c1C)c(=O)n(Cc1ccccc1)c(=O)n2CC(=O)c1ccccc1
1	CCC1(c2ccccc2)NC(=S)N(c2ccc(Cl)cc2)N1 (centres undefined)
-6	CCCCC(=O)Nc1cccc(NC(=O)c2ccc(Br)o2)c1
-10	CCOC(=O)C1(C)NC(c2cc(OC)c(OC)c(OC)c2)C2C(=O)N(CC)C(=O)C21 (centres undefined)
-6	Cc1nc(SCc2cccnc2)c2c(=O)n(C)c(=O)n(C)c2n1
7	COc1ccc(NC(=O)CSc2ccccn2)c([N+](=O)[O-])c1
-1	O=C1C(=O)N(CCN2CCOCC2)C(c2cccnc2)/C1=C(\O)c1ccccc1 (centres undefined)
1	CCN1CCCc2cc(CN(CCN3CCOCC3)C(=O)Nc3ccc(C)c(C)c3)ccc21
-9	CCN1CCCC1CNS(=O)(=O)c1cc(Br)cc2c1N(C(=O)C1CC1)CC2 (centres undefined)
-18&-5	Cc1ccc(C(=O)Nc2cccc(C(=O)O)c2)cc1S(=O)(=O)N1CCCCC1
2	CCOC(=O)C1=C(c2ccccc2)Nc2ncnn2C1c1cc(OC)cc(OC)c1OC (centres undefined)
-2	Cc1cc(C)n(-c2cccc(F)c2)c(=O)c1C(N)=O
4	CCOc1ccc(CN2CCC(N3CCOCC3)CC2)cc1
5	CCOc1ccccc1CNC(=O)c1ccc2c(c1)N(CC)C(=O)c1ccccc1S2
-6	CSc1ccc(S(=O)(=O)Nc2ccc(NC(C)=O)cc2)cc1
-5	CC1CC(C)CN(S(=O)(=O)c2ccc3[nH]cc(C(=O)N(Cc4ccco4)CC4CCCO4)c(=O)c3c2)C1 (centres undefined)
-5	COC(=O)c1ccc(NC(=O)C(=O)c2c(-c3ccccc3)cc3ccccn23)cc1

# Random excerpt: 4 compounds from above
14-3-3 PPI	Structure
-1	O=C(c1ccncc1)N1N=C(c2cccc([N+](=O)[O-])c2)CC1(O)C(F)(F)F (centres undefined)
4	CCOc1ccc(CN2CCC(N3CCOCC3)CC2)cc1
1	CCC1(c2ccccc2)NC(=S)N(c2ccc(Cl)cc2)N1 (centres undefined)
-5	COC(=O)c1ccc(NC(=O)C(=O)c2c(-c3ccccc3)cc3ccccn23)cc1

# Next part.
14-3-3 PPI	Structure
1	CNC(=O)c1ccsc1NC(=O)CN1C(=O)CCC1=O
-8	CCOC(=O)Cc1nn(C)c(=O)c2ccccc12
-5	Cc1ccc(C2CC(C(F)(F)F)n3nc(C(=O)NCc4ccco4)c(Cl)c3N2)cc1 (centres undefined)
-12	O=C(Nc1ccc(Oc2ccccc2)cc1)c1ccc(F)c(S(=O)(=O)N2CCc3ccccc3C2)c1
-1	COCCOC(=O)C1=C(C)NC2=C(C(=O)CCC2)C1c1ccsc1 (centres undefined)
-4	Cc1ccnc(NC(c2ccncc2)c2ccc3ccc(C)nc3c2O)c1 (centres undefined)
0	CC1(C)CC(=O)c2c(nn(-c3ccccc3)c2-c2ccc(Cl)cc2)C1
-47	CCCn1c(=O)c2ccccc2n2c(SCc3nc4ccccc4s3)nnc12
3	CCOC(=O)c1c(CBr)n(-c2ccccc2)c2cc(Br)c(OC)cc12
-7	CCCOc1ccc(-c2nnn(CC(=O)Nc3cccc(C(=O)OC)c3)n2)cc1
-1	COc1ccc(C2C3=C(CCCC3=O)Nc3ccccc3N2C(C)=O)cc1OC (centres undefined)
3	CCCCCOc1ccc(C(=O)Oc2ccc(C)nc2)cc1
-2	CCN1C(=O)c2ccccc2S(=O)c2ccc(C(=O)N3CCN(C(=O)c4ccco4)CC3)cc21 (centres undefined)
-8	Cc1ccc(N2CC(C)Cn3c2nc2c3c(=O)n(CC(=O)OCc3ccccc3)c(=O)n2C)cc1C (centres undefined)
1	COC(=O)c1ccc(NC(=O)Cc2ccccc2)cc1
-4	Cc1ccn2c(NC(=O)C3CCCCC3)c(-c3ccc(F)cc3)nc2c1
-2	O=C(O)c1cccc(N2C(=O)c3ccc(C(=O)c4ccc5c(c4)C(=O)N(c4cccc(C(=O)O)c4)C5=O)cc3C2=O)c1
-8	CCOC(=O)c1cc2c(=O)n3ccccc3nc2n(C(C)C)c1=NC(=O)c1ccc(C(F)(F)F)cc1
-3	CCCN=C(NS(=O)(=O)c1ccc(C)cc1)c1ccc(Cl)cc1
-2	CCOc1ccc(N2CC(C(=O)Nc3ccc(F)cc3F)CC2=O)cc1 (centres undefined)
-37	Cc1cc(C(=O)CSc2nnc(-c3ccco3)o2)c(C)n1-c1ccc2c(c1)OCCO2
-5	COc1ccc(NC(=O)c2ccc(C)c(S(=O)(=O)Nc3ccc(OC)cc3)c2)cc1
-3	c1ccc2c(c1)nc1nc3no[nH]c3nc12
-5	Cc1ccc(C2C3=C(CC(C)(C)CC3=O)N(Cc3ccc4c(c3)OCO4)C3=C2C(=O)CC(C)(C)C3)cc1
8	CCOC(=O)c1ccccc1NC(=O)c1ccccc1NS(C)(=O)=O
-1	O=[N+]([O-])c1ccc(N2CCN(S(=O)(=O)c3cc(Br)c(Br)s3)CC2)cc1
2	Cc1ccc(S(=O)(=O)c2nc(C(C)(C)C)oc2NCc2ccccc2)cc1

# In the list so far, 6 contain a CF3 group:
14-3-3 PPI	Structure
-2	COC(=O)C(NC(=O)c1ccc(F)cc1)(Nc1nc(C)cs1)C(F)(F)F (centres undefined)
0	O=C(COn1nnc2ccc(C(F)(F)F)cc21)Nc1nnc(-c2ccccc2)o1
-6	Cc1occc1C(=O)Nc1cc(C(F)(F)F)ccc1Cl
-1	O=C(c1ccncc1)N1N=C(c2cccc([N+](=O)[O-])c2)CC1(O)C(F)(F)F (centres undefined)
-5	Cc1ccc(C2CC(C(F)(F)F)n3nc(C(=O)NCc4ccco4)c(Cl)c3N2)cc1 (centres undefined)
-8	CCOC(=O)c1cc2c(=O)n3ccccc3nc2n(C(C)C)c1=NC(=O)c1ccc(C(F)(F)F)cc1

# This is a subset; rates above refer to the full screens.
